hcDAF12 agonist – H. contortus DAF-12 activation, primary screen | activation, % at 6.8 µM | 370,000 tested, 1.4% active | HEK293 hcDAF-12 lit1-tk-luc reporter, luminescence; 0% DMSO, 100% Δ7-dafachronic acid | AID 652067;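 active = activation above the mean of all tested compounds plus 3 SD, cut at about 5.5% in these data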;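 note: 100% = response to 3 µM Δ7-dafachronic acid high control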
GC-A act – GC-A (human) enzyme activation; P16066; HEK293 GC-A cells, cGMP TR-FRET, EC30 ANP; 0% at EC30 ANP, 100% saturating ANP; activation, % at 10 µM; 370,000 tested, 0.14% active; AID 1671463; in the data active = activation above about 40%
hgDAF12 agonist – activates the H. glycines DAF-12 receptor ligand-binding domain; HEK293 GAL4-hgDAF12 UAS-luciferase reporter, agonist luminescence; normalized to butyrate control; activation, % at 6.8 µM; 370,000 tested, 1.8% active;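 active = activation above a cutoff set at the mean of all screened compounds plus 3 SD, cut at about 10% in these data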;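 note: 0% = DMSO wells and 100% = sodium butyrate wells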
FXN GAA850 act – activators of GAA850 frataxin (FXN) promoter | HEK293 lucGAA850 FXN promoter luciferase reporter, 24 h; percent of 10 µM SAHA response | activation, % at 6 µM | 360,000 tested, 0.56% active;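 active = activation above the average of all compounds screened plus 3 SD, cutoff fixed separately per campaign, cut at about 7.5% in these data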;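 note: 0% = DMSO wells and 100% = 10 µM SAHA wells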
DAX1 inh-1 – DAX1 (NR0B1) inhibition, primary screen; HEK293T StAR-luciferase reporter, SF-1/DAX-1 repression relief; inhibition, % at 6.8 µM; 370,000 tested, 1.1% active; AID 652010;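 active = inhibition above the mean over all tested compounds plus 3 SD, cut at about 3.6% in these data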;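 note: 0% = DAX-1 cells with DMSO and 100% = cells lacking DAX-1 with DMSO; higher inhibition means more luminescence from relief of DAX-1 repression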
DAX1 inh-2 – inhibitors of human orphan nuclear receptor DAX1 (NR0B1); P51843; HEK293 Gal4-DAX1 luciferase reporter, luminescence; inhibition, % at 6.75 µM; 340,000 tested, 0.99% active; AID 504766;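 active = inhibition above the mean over all tested compounds plus 3 SD, cut at about 4.2% in these data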;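 note: 0% = DAX1-transfected cells with DMSO and 100% = empty-vector control cells with DMSO; inhibition shows as a rise in luminescence from relieved DAX1 repression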
Target sequence (P51843 207-470 limits assumed): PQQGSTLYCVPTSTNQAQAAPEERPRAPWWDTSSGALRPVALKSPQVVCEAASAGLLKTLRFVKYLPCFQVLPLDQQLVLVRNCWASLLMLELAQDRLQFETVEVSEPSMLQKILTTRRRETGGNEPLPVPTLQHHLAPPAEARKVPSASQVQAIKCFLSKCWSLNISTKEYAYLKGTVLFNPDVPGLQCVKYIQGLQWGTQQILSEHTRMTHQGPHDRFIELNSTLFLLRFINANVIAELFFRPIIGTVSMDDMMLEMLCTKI
proKLK7 act – activators of human kallikrein-7 zymogen. purified proKLK7, EDANS-DABCYL substrate fluorescence; 100% is mature enzyme control, 0% vehicle. activation, % at 7 µM. 370,000 tested, 0.9% active;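 active = activation above the mean of all tested compounds plus 3 SD, computed per campaign excluding outliers beyond control limits, cut at about 13% in these data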
Target sequence (P49862 whole entry, looked up): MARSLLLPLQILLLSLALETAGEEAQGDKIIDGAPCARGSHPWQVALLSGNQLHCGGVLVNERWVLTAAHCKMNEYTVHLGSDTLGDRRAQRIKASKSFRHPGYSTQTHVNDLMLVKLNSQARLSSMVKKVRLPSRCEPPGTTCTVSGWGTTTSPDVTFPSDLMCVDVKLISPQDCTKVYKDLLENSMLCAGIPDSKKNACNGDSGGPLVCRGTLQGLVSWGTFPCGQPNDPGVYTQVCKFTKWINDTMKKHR
ssDAF12 agonist – activators of S. stercoralis DAF-12 nuclear receptor | AID 652126 | activation, % at 6.8 µM | HEK293 ssDAF-12/GRIP1 lit1-tk-luc reporter, luminescence; % of 3 µM dafachronic acid response | 370,000 tested, 1% active;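 active = activation above the mean over all tested compounds plus 3 SD, cut at about 0.9% in these data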;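 note: 0% = DMSO-only wells and 100% = 3 µM delta7-dafachronic acid wells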
NPR2 activator – GC-B (human) receptor activation; activation, % at 10 µM; 370,000 tested, 0.11% active; HEK293-GC-B cells, CNP EC30, cGMP TR-FRET; 0% at EC30 CNP, 100% saturating CNP;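 active = activation at 10 µM reaching about 35% in either raw or pattern-adjusted values, limit read from the data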
SMARCA2 activ – activators of SMARCA2 function. activation, % at 9.1 µM. AID 652017. MG213 cells, MMTV-luciferase reporter, dexamethasone, overnight. 370,000 tested, 1% active; in the data active = activation above about 7.8%;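 note: 0% = vehicle wells and 100% = reference activator wells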
sPLA2-III inh – Blocks human group III sPLA2 activity | 370,000 tested, 0.56% active | AID 743126 | QFRET BODIPY PC-A2 liposome hydrolysis, fluorescence | Q9NZ20 | inhibition, % at 12.2 µM;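 active = inhibition above mean plus 3 SD of compounds lying within the high and low control bounds, cut at about 19% in these data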;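 note: 0% = median of test compound wells and 100% = no enzyme DMSO wells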
Target sequence (Q9NZ20 whole entry, looked up): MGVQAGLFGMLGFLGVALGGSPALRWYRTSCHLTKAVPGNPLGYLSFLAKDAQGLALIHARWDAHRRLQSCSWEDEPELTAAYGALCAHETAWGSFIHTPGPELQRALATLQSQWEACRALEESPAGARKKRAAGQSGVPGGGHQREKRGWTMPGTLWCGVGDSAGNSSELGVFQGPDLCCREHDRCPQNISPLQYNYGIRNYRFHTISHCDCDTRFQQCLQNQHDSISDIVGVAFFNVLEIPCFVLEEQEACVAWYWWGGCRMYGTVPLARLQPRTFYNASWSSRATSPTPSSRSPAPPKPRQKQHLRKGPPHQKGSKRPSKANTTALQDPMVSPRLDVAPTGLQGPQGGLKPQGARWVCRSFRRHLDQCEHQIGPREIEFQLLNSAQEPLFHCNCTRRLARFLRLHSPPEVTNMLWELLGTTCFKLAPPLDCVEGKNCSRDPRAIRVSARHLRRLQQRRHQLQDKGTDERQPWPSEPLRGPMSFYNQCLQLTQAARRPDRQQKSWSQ
* marks the source's active call; other numbers are inactive results; / = not tested or not shown.

1	CC(NC(=O)CCc1nnc(-c2ccc(-c3ccccc3)cc2)o1)c1nccs1 (configuration not stated)
2	CCOC(=O)C1CCN(C(=O)COc2ccc(S(=O)(=O)N3CCOCC3)cc2C)CC1
3	Cc1cc(C)nc(NN=C(c2ccccc2)c2ccccc2)n1
4	N#C/C(=C\c1c(F)cccc1Cl)S(=O)(=O)c1ccccn1
5	O=C(Nc1ccc(C(=O)N2CCCCC2)cc1)C1CCCC1
6	COc1ccc(C)cc1NC(=O)CCCN1C(=O)C(c2ccccc2)Oc2cccnc21 (configuration not stated)
7	COc1ccc(S(=O)(=O)N2CCOCC2)cc1NC(=O)c1ccccc1C
8	O=S(=O)(c1ccc(Br)s1)N1CCC2(CC1)OCCO2
9	CCOC(=O)C1=C(CS(=O)(=O)c2ccc(C)cc2)NC(=O)NC1c1ccc(O)c(OC)c1 (configuration not stated)
10	CC(=O)N1c2cc3ccccc3cc2N(C(C)=O)c2cc3ccccc3cc21
assay / compound	1	2	3	4	5	6	7	8	9	10
hcDAF12 agonist	-6.3	-0.7	-2.1	0.6	1.2	2.2	-1.6	-0.6	-2.9	1.1
GC-A act	2.9	0.9	-11.3	10.2	5.0	-8.6	3.7	1.9	-4.0	-3.4
hgDAF12 agonist	-12.9	0.9	0.0	-1.9	2.7	1.4	-1.5	-0.8	-2.1	1.1
FXN GAA850 act	-9.1	-0.8	-1.2	1.8	1.3	2.6	-1.3	1.6	-0.7	1.4
DAX1 inh-1	-1.1	0.4	-0.6	0.2	1.5	-0.3	-0.4	-0.1	0.2	-0.3
DAX1 inh-2	-1.0	-0.3	-1.2	-0.1	-1.4	0.6	0.2	-0.6	2.0	1.3
proKLK7 act	-0.2	-0.3	-0.5	0.0	0.7	0.1	0.1	-0.3	0.5	-0.2
ssDAF12 agonist	-2.9	-0.9	-1.6	-0.8	-1.0	-0.7	-0.6	-1.1	-1.9	-1.1
NPR2 activator	-1.3	4.1	-9.2	2.6	1.5	-5.8	0.6	-8.6	-2.6	-0.6
SMARCA2 activ	-7.0	-4.2	0.2	-4.6	0.7	-2.4	-0.4	-2.2	-0.8	-1.2
sPLA2-III inh	-5.9	8.6	5.3	10.6	-1.2	-14.2	3.1	-9.6	-12.7	9.0

As a short view, some entries already given.
1	CC(NC(=O)CCc1nnc(-c2ccc(-c3ccccc3)cc2)o1)c1nccs1 (configuration not stated)
2	CCOC(=O)C1CCN(C(=O)COc2ccc(S(=O)(=O)N3CCOCC3)cc2C)CC1
3	Cc1cc(C)nc(NN=C(c2ccccc2)c2ccccc2)n1
4	N#C/C(=C\c1c(F)cccc1Cl)S(=O)(=O)c1ccccn1
5	O=C(Nc1ccc(C(=O)N2CCCCC2)cc1)C1CCCC1
6	COc1ccc(C)cc1NC(=O)CCCN1C(=O)C(c2ccccc2)Oc2cccnc21 (configuration not stated)
7	COc1ccc(S(=O)(=O)N2CCOCC2)cc1NC(=O)c1ccccc1C
8	O=S(=O)(c1ccc(Br)s1)N1CCC2(CC1)OCCO2
9	CCOC(=O)C1=C(CS(=O)(=O)c2ccc(C)cc2)NC(=O)NC1c1ccc(O)c(OC)c1 (configuration not stated)
10	CC(=O)N1c2cc3ccccc3cc2N(C(C)=O)c2cc3ccccc3cc21
assay / compound	1	2	3	4	5	6	7	8	9	10
hcDAF12 agonist	-6.3	-0.7	-2.1	0.6	1.2	2.2	-1.6	-0.6	-2.9	1.1
GC-A act	2.9	0.9	-11.3	10.2	5.0	-8.6	3.7	1.9	-4.0	-3.4
hgDAF12 agonist	-12.9	0.9	0.0	-1.9	2.7	1.4	-1.5	-0.8	-2.1	1.1
FXN GAA850 act	-9.1	-0.8	-1.2	1.8	1.3	2.6	-1.3	1.6	-0.7	1.4
DAX1 inh-1	-1.1	0.4	-0.6	0.2	1.5	-0.3	-0.4	-0.1	0.2	-0.3
DAX1 inh-2	-1.0	-0.3	-1.2	-0.1	-1.4	0.6	0.2	-0.6	2.0	1.3
proKLK7 act	-0.2	-0.3	-0.5	0.0	0.7	0.1	0.1	-0.3	0.5	-0.2
ssDAF12 agonist	-2.9	-0.9	-1.6	-0.8	-1.0	-0.7	-0.6	-1.1	-1.9	-1.1
NPR2 activator	-1.3	4.1	-9.2	2.6	1.5	-5.8	0.6	-8.6	-2.6	-0.6
SMARCA2 activ	-7.0	-4.2	0.2	-4.6	0.7	-2.4	-0.4	-2.2	-0.8	-1.2
sPLA2-III inh	-5.9	8.6	5.3	10.6	-1.2	-14.2	3.1	-9.6	-12.7	9.0

Further results
11	O=C(Nc1nc2ccccc2s1)c1ccc([N+](=O)[O-])o1
12	CC(=O)c1c(C)n(-c2ccccc2)c2ccc(OCC(O)CN3CCOCC3)cc12 (configuration not stated)
13	CC(C)N(CCNCc1nnc(-c2ccccc2)o1)C(C)C
14	c1ccc(-c2cc(-c3nc4ccccc4[nH]3)c3ccccc3n2)cc1
15	CC(C)(C)c1ccc(C(=O)NC(=S)Nc2ccc(N3CCOCC3)cc2)cc1
16	C[C@H](NC(=O)[C@@H]1CSC2c3ccccc3C(=O)N21)C(=O)NCCc1ccc(F)cc1 (some centres not stated)
17	CCOc1ccc(NC(=O)CN(C)C(=O)CC2CC3CCC2C3)cc1OCC (configuration not stated)
18	O=C(N/N=C/c1cccs1)[C@H]1C[C@@H]1c1ccccc1
19	O=C(Nc1ccc2c(c1)OCCO2)C1CCCN(S(=O)(=O)c2cccc3nsnc23)C1 (configuration not stated)
20	CCOC(=O)C1CCCN(C(=O)c2ccccc2)CC1 (configuration not stated)
assay / compound	11	12	13	14	15	16	17	18	19	20
hcDAF12 agonist	-0.9	-2.3	-0.4	-3.0	-0.6	0.7	0.4	4.8	-1.3	-1.1
GC-A act	3.3	4.0	-0.8	16.2	-0.9	-4.0	-1.3	1.7	-1.5	0.7
hgDAF12 agonist	3.2	0.0	-1.7	-6.2	-1.5	0.8	0.6	1.4	-1.3	-0.9
FXN GAA850 act	1.1	-0.2	0.7	2.5	-3.6	0.2	1.6	0.3	-3.4	-0.3
DAX1 inh-1	-1.1	-1.5	0.1	-1.9	-0.8	0.2	-1.0	0.2	-0.1	0.6
DAX1 inh-2	0.1	-0.6	2.3	-1.9	1.6	-0.3	-0.3	-1.8	-0.5	/
proKLK7 act	-0.1	1.1	-0.2	-29.1	0.2	0.3	0.8	0.1	-0.7	-0.3
ssDAF12 agonist	-0.6	-1.2	-1.1	-1.3	-1.7	0.0	-1.1	-1.2	-2.0	-0.6
NPR2 activator	-0.1	-0.5	5.4	23.0	5.5	1.4	-6.4	-3.3	-1.8	2.0
SMARCA2 activ	-2.2	-4.1	-0.9	4.8	-1.6	-4.6	-0.6	1.1	0.7	0.5
sPLA2-III inh	12.3	2.5	5.0	-15.3	-0.8	-15.2	-5.4	3.5	-6.1	-3.0

21	CCCCN1C(=O)c2ccc(C(=O)Nc3ccc(C)c(S(=O)(=O)N(C)C)c3)cc2C1=O
22	Cc1ccc(NS(=O)(=O)c2ccc(-n3cccn3)cc2)cc1Cl
23	O=S(=O)(NCCCN1CCOCC1)c1ccc2ccccc2c1
24	O=C(NCC1CCN(C(=O)C(=O)c2cccs2)CC1)c1cccnc1
25	Cc1ccc(C2C(C#N)=C(N)Oc3cc(C)oc(=O)c32)o1 (configuration not stated)
26	COc1ccccc1CCN1CCCC(CN(C)C(=O)CCC(N)=O)C1 (configuration not stated)
27	C=C(C)C(=O)OCC(C)C
28	CC(=O)c1cc2c(cc1NC(=O)Cn1cnc3ccccc3c1=O)OCO2
29	CCN(CC)C(=O)Cn1cnc2sc(C)c(S(=O)(=O)N3CCC(C)CC3)c2c1=O
30	COc1cc(OC)c2c(-c3ccccc3)cc(=O)oc2c1C(CCN1CCCC(C)C1)c1ccc2c(c1)OCO2 (configuration not stated)
assay / compound	21	22	23	24	25	26	27	28	29	30
hcDAF12 agonist	2.0	-1.1	-1.0	1.0	-0.3	-0.2	1.1	-0.3	0.3	3.2
GC-A act	-0.9	-7.2	2.0	5.3	-0.9	1.8	3.5	-1.3	-2.3	-9.0
hgDAF12 agonist	0.4	5.5	-1.9	3.0	0.0	-1.6	-1.2	0.6	2.4	-1.2
FXN GAA850 act	-1.3	-2.1	0.4	/	-0.6	1.3	0.1	2.8	-1.1	-2.4
DAX1 inh-1	0.2	0.3	0.3	0.1	0.1	0.2	-1.6	0.7	0.1	-0.6
DAX1 inh-2	-4.8	-0.3	0.2	/	3.3	-0.9	0.6	-1.0	3.0	-0.5
proKLK7 act	-0.1	0.8	-0.7	0.6	-1.3	-0.4	0.3	0.0	1.1	-1.9
ssDAF12 agonist	-1.8	-1.5	-1.2	-0.7	-1.4	-1.8	-1.4	-1.4	-1.5	-0.9
NPR2 activator	1.3	1.0	-5.0	0.0	6.5	-0.6	-2.9	-2.4	2.5	-7.6
SMARCA2 activ	-2.2	4.9	-0.2	-4.7	-1.1	-3.5	-3.1	-2.6	0.3	1.1
sPLA2-III inh	4.3	-34.0	-2.4	5.8	-4.3	7.0	1.4	3.7	1.5	-8.2

31	Cc1cccc(C)c1NC(=O)N1CC(C)OC(C)C1 (configuration not stated)
32	C=C(C)C(=O)Nc1nnc(-c2ccccc2C)s1
33	O=C(c1cc(-c2ccc(Cl)cc2Cl)on1)N1CCOCC1
34	O=C(CN1CCC(O)(c2cccc(C(F)(F)F)c2)CC1)NCCc1ccccc1
35	COc1ccccc1NC(=O)Nc1ccncc1
36	CC1Cc2ccccc2N1S(=O)(=O)c1cnc[nH]1 (configuration not stated)
37	Cc1nn(C(CC(=O)O)C(=O)O)c(C)c1Br (configuration not stated)
assay / compound	31	32	33	34	35	36	37
hcDAF12 agonist	-0.8	1.2	4.2	-1.2	-1.6	-1.9	0.6
GC-A act	1.9	5.4	/	-3.2	1.1	1.1	-3.9
hgDAF12 agonist	3.2	0.8	6.5	-1.2	0.2	-0.6	-2.9
FXN GAA850 act	0.0	2.2	-1.3	0.2	-0.9	-1.5	1.3
DAX1 inh-1	0.8	0.1	6.1*	-0.8	-0.5	0.3	-0.2
DAX1 inh-2	2.6	0.3	-2.7	-1.2	-0.8	0.0	-0.4
proKLK7 act	-0.4	0.6	0.2	-0.3	0.3	0.0	-0.3
ssDAF12 agonist	-1.3	-1.4	0.0	-2.0	0.1	-0.9	-1.3
NPR2 activator	9.8	-4.2	/	-0.7	-3.6	4.6	1.7
SMARCA2 activ	-1.1	4.2	0.9	-3.5	-4.8	-0.1	-2.8
sPLA2-III inh	18.3	-1.4	-8.8	-6.3	-2.3	-24.4	11.4

Retrieved by structure from the entries so far (2):
32	C=C(C)C(=O)Nc1nnc(-c2ccccc2C)s1
37	Cc1nn(C(CC(=O)O)C(=O)O)c(C)c1Br (configuration not stated)
assay / compound	32	37
hcDAF12 agonist	1.2	0.6
GC-A act	5.4	-3.9
hgDAF12 agonist	0.8	-2.9
FXN GAA850 act	2.2	1.3
DAX1 inh-1	0.1	-0.2
DAX1 inh-2	0.3	-0.4
proKLK7 act	0.6	-0.3
ssDAF12 agonist	-1.4	-1.3
NPR2 activator	-4.2	1.7
SMARCA2 activ	4.2	-2.8
sPLA2-III inh	-1.4	11.4

Source: PubChem BioAssay (several laboratories)
